Bioassay records as filed in PubChem BioAssay.
TbPYK inhibitor: qHTS of Trypanosoma Brucei Inhibitors. pyruvate kinase (Trypanosoma brucei), Q57TT1. 410,000 tested, 0.12% active. TbPYK enzyme, Kinase-Glo Plus ATP luminescence, 45 min. Potency, µM (doses to about 76.8 µM), for the others: at the top dose activity, negative = inhibition, hits mostly inhibitors; note: potency is the fitted concentration of half-maximal effect; nearly all actives have a fitted effect of over 50% in size
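Screened from lowest to highest concentration, compounds were pinned into TbPYK/substrate mixtures, and ADP (130 uM final) was added. Plates sat at room temperature for 45 min prior to Kinase-Glo Plus detection by luminescence.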
LmPK inh: qHTS Assay for Inhibitors of Leishmania Mexicana Pyruvate Kinase (LmPK); Q27686; purified LmPK, Kinase-Glo ATP luminescence, 1 h; Potency, µM (doses to about 57.5 µM), for inactives: at the top dose activity change, negative = inhibition, hits mostly inhibitors; 290,000 tested, 0.37% active; AID 1721, 2009; note: potency is the fitted concentration of half-maximal effect
Target sequence (Q27686 whole entry, looked up): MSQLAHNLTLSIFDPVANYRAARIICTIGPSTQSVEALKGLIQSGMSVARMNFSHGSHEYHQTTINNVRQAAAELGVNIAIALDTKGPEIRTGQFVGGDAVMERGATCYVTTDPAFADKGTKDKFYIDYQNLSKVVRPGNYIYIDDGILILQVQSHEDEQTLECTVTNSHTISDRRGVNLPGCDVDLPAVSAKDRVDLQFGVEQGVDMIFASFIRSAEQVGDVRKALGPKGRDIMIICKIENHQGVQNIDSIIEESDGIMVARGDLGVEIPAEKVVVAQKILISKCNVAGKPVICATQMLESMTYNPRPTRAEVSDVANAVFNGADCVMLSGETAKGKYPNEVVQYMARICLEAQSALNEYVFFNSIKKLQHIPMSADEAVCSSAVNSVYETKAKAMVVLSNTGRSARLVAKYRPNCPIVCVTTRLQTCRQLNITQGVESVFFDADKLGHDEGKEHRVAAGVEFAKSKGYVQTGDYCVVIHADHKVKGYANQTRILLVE
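Purified LmPK (0.1 nM) converted ADP (0.1 mM) to ATP with PEP (0.5 mM) in imidazole buffer pH 7.2 with KCl and MgCl2, 1 h at room temperature. ATP was read by Kinase-Glo luminescence; data normalized to uninhibited and no-enzyme controls.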
HCMV inh: qHTS Assay for inhibitors of the human cytomegalovirus (HCMV) | activity change, negative = inhibition, % at 57.5 µM | AID 1259415, 2018 | 410,000 tested, 4.5% active | HFF cells, HCMV-luciferase reporter, 72 h; stronger effect = lower value; in the data active = activity change below about -60%; inconclusive = no clear call, values can overlap the other calls; inactive = above about -39%
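Compounds were evaluated in HFFs infected with an HCMV luciferase reporter virus (MOI 1 PFU/cell). Luciferase in lysates collected 72 h post infection served as the replication measure.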
AmpC detergent: qHTS Inhibitors of AmpC Beta-Lactamase (assay with detergent); P00811; 370,000 tested, 0.041% active; Potency, µM (highest dose often 114 µM), without a hit: at the highest dose activity change, negative = inhibition, most hits filed as inhibitors; AmpC hydrolysis of nitrocefin, absorbance 480 nm, 0.01% Triton;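 note: potency is the fitted concentration of half-maximal effect; 0% = no-compound wells and -100% = no-enzyme wells; nearly all actives have a fitted effect of over 25% in size; some results filed as inactive show a strong effect at the top dose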
Target sequence (P00811 whole entry, looked up): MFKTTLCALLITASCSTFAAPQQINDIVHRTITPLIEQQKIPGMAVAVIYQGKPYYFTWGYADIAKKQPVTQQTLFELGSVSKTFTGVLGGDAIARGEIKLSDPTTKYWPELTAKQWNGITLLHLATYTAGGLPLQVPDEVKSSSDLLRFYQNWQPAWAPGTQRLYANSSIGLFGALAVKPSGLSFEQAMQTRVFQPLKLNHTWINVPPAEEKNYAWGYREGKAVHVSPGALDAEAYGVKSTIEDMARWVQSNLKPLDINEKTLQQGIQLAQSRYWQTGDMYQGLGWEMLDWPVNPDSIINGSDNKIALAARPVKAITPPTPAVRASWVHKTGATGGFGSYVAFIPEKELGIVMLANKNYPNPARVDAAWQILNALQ
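AmpC (5.3 nM in the dispensed reagent) in 20 mM phosphate pH 7.0 with 0.01% (detergent screen) or 0.0001% Triton X-100 was preincubated with compounds for 15 min at room temperature. Nitrocefin was then added from an 800 uM solution, and hydrolysis was followed at 480 nm.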
AmpC no deterg: qHTS Inhibitors of AmpC Beta-Lactamase (assay without detergent); P00811; AmpC nitrocefin hydrolysis, absorbance 480 nm, 0.0001% Triton; Potency, µM (highest dose often 57.1 µM), without a hit: at the highest dose activity change, negative = inhibition, most hits filed as inhibitors; 330,000 tested, 0.52% active; AID 485341, 2010;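 note: potency is the fitted concentration of half-maximal effect; plate controls were no compound for no effect and no enzyme for full effect; nearly all actives have a fitted effect of over 20% in size; some results filed as inactive show a strong effect at the top dose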
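AmpC (5.3 nM in the dispensed reagent) in 20 mM phosphate pH 7.0 with 0.01% (detergent screen) or 0.0001% Triton X-100 was preincubated with compounds for 15 min at room temperature. Nitrocefin was then added from an 800 uM solution, and hydrolysis was followed at 480 nm.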
AMA1 RON2 block: qHTS for Inhibitors of AMA1-RON; Towards Development of Antimalarial Drug Lead: Primary Screen; AlphaScreen AMA1-biotinylated RON2 peptide binding; Potency, µM (titrated, usually from 58.2 µM), for the others: top-dose activity change, negative = inhibition, hits mostly inhibitors; 360,000 tested, 0.2% active; AID 720542, 2013;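 note: potency is the fitted concentration of half-maximal effect; 0% = vehicle wells and -100% = peptide control; nearly all actives have a fitted effect of over 45% in size; some results filed as inactive show a strong effect at the top dose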
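AMA1 (3D7) with his tag at 25 nM final met compounds first, then biotinylated RON2 peptide at 25 nM; detection used donor plus acceptor beads, 10 µg/mL apiece, read by AlphaScreen after 30 min at room temperature.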
HCV inh: qHTS Assay for Inhibitors of Hepatitis C Virus (HCV); Huh7.5.1 HCVcc-Cre infection, luciferase reporter, 44 h; Potency, µM (highest dose often 41.8 µM), for the others: at the top dose activity change, negative = inhibition, most hits filed as inhibitors; 340,000 tested, 3.4% active; AID 651820, 2012; note: potency is the fitted concentration of half-maximal effect
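Luciferase read-out (15 sec integration) after a 15 min room-temperature substrate step quantifies HCVcc-Cre infection. Cells, 1,000 per well, had compound added 4 h post-plating, then virus at ~0.5 moi, and were cultured 44 h.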
The depositor's hits bear a star; ? = inconclusive; . = not tested or not shown; [ ] = dose if it differs, or a comment. Unless noted, calls come from the whole dose curve; as a rule, active = well fitted curve in the direction sought with a large enough effect; inconclusive = small, poorly fitted or top-dose-only effect, or another doubt; inactive = no such curve, though single readings can be large; an effect the other way counts as inactive or inconclusive. Unless noted, % is set by controls: 0 for no effect and ±100 for the full control effect.

SMILES	TbPYK inhibitor	LmPK inh	HCMV inh	AmpC detergent	AmpC no deterg	AMA1 RON2 block	HCV inh
COC(=O)c1ccc(Nc2nc(C)cc(C)n2)cc1	-3%	-5%	-2	?	-32%	-13%	16%
Cc1cccc(-c2nnc3sc(-c4ccccc4C)nn23)c1	0%	3%	-34	-15%	75%[activator]	9%	?
CCN(CC)C(C(=O)NC1CCCCC1)c1ccc(C)cc1 (stereo not drawn)	0%	9%	9	1%	-5%	-10%	7%
C/C(=N\OC(=O)c1ccc(F)cc1)c1sc(-c2ccccc2)nc1C	2%	-4%	122	?	-12%	14%	19%
COc1ccc2nc(N3CCCC(C(=O)NCCCN4C(C)CCCC4C)C3)sc2c1 (stereo not drawn)	-3%	1%	24	0%	40%	-11%	?
Cc1cccc(SCc2noc(C(=O)NC(C)C)c2C(=O)O)c1	-6%	2%	-22	1%	-10%	-2%	18%
O=c1ccc2cc(S(=O)(=O)N3CCN(c4ccccc4)CC3)ccc2o1	-1%	0%	-22	-12%	24%	14%	0%
O=c1[nH]c(=O)n(-c2cc(Br)c(O)c(Br)c2)cc1Br	-11%	10%	46	?	-14%	-2%	17%
O=C(NCCc1ccccc1)c1cccc(NC(=O)c2ccccc2)c1	-3%	.	-4	.	.	-4%	-4%
CC1Nc2nc(N(C)C)[nH]c(=O)c2NC1C (stereo not drawn)	-14%	-2%	34	-10%	-31%	-5%	13%
CCC(C)NS(=O)(=O)c1ccc(OCC(=O)N2CCN(CC)CC2)cc1 (stereo not drawn)	-3%	1%	-26	-7%	-17%	-4%	6%
O=C(O)c1cccc(CSc2nnc(-c3ccco3)o2)c1	0%	1%	12	-5%	-4%	13%	15%
Cc1nnc(NC(=O)c2sc3ccccc3c2Cl)s1	-7%	-10%	19	-6%	-23%	11%	-9%
COc1ccccc1CN1CCN(Cc2ccc(Cl)cc2)CC1	-15%	1%	?	-1%	-10%	?	-6%
COc1ccccc1C(=O)NCC(=O)N/N=C/c1cccc(Cl)c1	0%	9%	-23	5%	-27%	7%	-2%
Cc1cc(C(=O)COC(=O)/C=C/c2cccc(F)c2)c(C)n1C	0%	-1%	-31	6%	-2%	0%	-13%
O=C(Cn1ncc2c3ccccc3n(Cc3ccccc3)c2c1=O)NCCCN1CCCC1=O	-1%	7%	-67*	-6%	174%[activator]	-2%	-3%
CCCCOc1ccc(N(CC(=O)NCCOC)C(=O)CCC(=O)Nc2ccccn2)cc1	1%	2%	5	?	28%	-9%	17%
O=Cc1cn(Cc2c(F)cccc2Cl)nc1-c1ccccc1	-1%	.	?	.	.	10%	-11%
O=C(CNC(=O)C(c1ccccc1)c1ccccc1)N/N=C\c1ccc2c(c1)OCO2	-15%	-7%	-5	-2%	-49%	-6%	-1%
COC(=O)Nc1c(C)n(C)n(-c2ccccc2)c1=O	1%	-1%	67	1%	-12%	0%	13%
CN1CCN(C(=O)c2ccc(-n3cccc3)cc2)CC1	-15%	2%	-17	-4%	119%[activator]	-10%	?
COc1cc(NC(=O)c2cc(-c3ccccc3Cl)on2)cc(OC)c1OC	2%	3%	-21	-12%	70%[activator]	-13%	1.1µM*
CCc1ccc(NC(=O)C(C)OC(=O)c2cc(=O)[nH]c3ccc(S(=O)(=O)Nc4ccc(F)cc4)cc23)cc1 (stereo not drawn)	0%	5%	7	0%	-29%	-6%	-4%
CC(=O)c1ccc(NC(=O)CCc2c(C)nn(-c3ccc(N4CCCCC4)nn3)c2C)cc1	-4%	.	-2	16%	.	.	.
Cc1ccc(C(=O)NNC2=Nc3cccc4cccc2c34)cc1	-9%	4%	-5	-5%	-13%	61%[activator]	?
O=C(COC(=O)c1ccc(F)cc1F)Nc1ccc(Cl)cn1	1%	.	3	-6%	-19%	-4%	4%
Cc1ccc(C(=O)COC(=O)CSc2cccc3cccnc23)c(C)c1	1%	.	-15	.	.	-5%	7%
COc1cc(OC)c(NC(=O)c2c(N3CCCC3=O)c3cc(C)ccc3n2C)cc1Cl	7%	.	10	18%	.	.	.
CSCCC(N=C1NS(=O)(=O)c2ccccc21)C(=O)N1CCCC(C(N)=O)C1 (stereo not drawn)	4%	.	3	?	-16%	12%	20%
Cc1cc(NC(=O)c2cc(-c3ccc(Br)cc3)on2)no1	-1%	5%	-39	5%	-17%	-2%	20%
CCOC(=O)c1cccc(NC(=O)c2ccc3c(c2)C(=O)N(CC2CCCO2)C3=O)c1 (stereo not drawn)	10%	-3%	-6	2%	34%	4%	-12%
COCCNC(=O)Nc1ccc2nc(C)sc2c1	-5%	-2%	-10	-10%	-18%	-6%	?
COC(=O)c1ccc2ccn(CC(=O)NC(C)C)c2c1	-3%	-7%	1	-1%	-9%	-6%	-5%
COc1ccc(-c2nnc(SCC(=O)Oc3cccc(C)c3C)o2)cc1	-2%	.	-8	-4%	.	.	.
CN(C)c1nc(N(C)C)nc(N(C)C)n1	0%	-1%	-20	-9%	-20%	5%	-2%[8.37 µM]

Given as labelled records: part of the list above.
COC(=O)c1ccc2ccn(CC(=O)NC(C)C)c2c1
  TbPYK inhibitor: -3%; LmPK inh: -7%; HCMV inh: 1; AmpC detergent: -1%; AmpC no deterg: -9%; AMA1 RON2 block: -6%; HCV inh: -5%
COc1ccc(-c2nnc(SCC(=O)Oc3cccc(C)c3C)o2)cc1
  TbPYK inhibitor: -2%; LmPK inh: .; HCMV inh: -8; AmpC detergent: -4%; AmpC no deterg: .; AMA1 RON2 block: .; HCV inh: .
CN(C)c1nc(N(C)C)nc(N(C)C)n1
  TbPYK inhibitor: 0%; LmPK inh: -1%; HCMV inh: -20; AmpC detergent: -9%; AmpC no deterg: -20%; AMA1 RON2 block: 5%; HCV inh: -2%[8.37 µM]

More results follow:
SMILES	TbPYK inhibitor	LmPK inh	HCMV inh	AmpC detergent	AmpC no deterg	AMA1 RON2 block	HCV inh
O=C(NCCCCCCNC(=O)OCc1ccccc1)OCc1ccccc1	-1%	.	-9	.	.	?	4%
CC/C(=N\OC(=O)c1ccc(OC(C)C)cc1)c1ccc(C)cc1	2%	1%	12	-9%	-23%	-3%	-12%
COc1cccc(CNC(=O)c2ccc(-c3nc(CS(=O)(=O)c4ccccc4)c(C)o3)cc2)c1	-2%	.	-6	1%	.	.	.
N/C(=N\c1nc2ccccc2o1)NC(=O)c1ccccc1F	4%	4%	59	-10%	-24%	62%[activator]	-10%
Cc1onc(-c2ccccc2Cl)c1C(N)=O	-8%	0%	13	-8%	-14%	-2%	19%
COc1ccc(CNC(=O)COC(=O)c2ccc(S(=O)(=O)N3CCOCC3)cc2)cc1	-1%	.	-24	.	0%	-4%	?
Cc1ccc(OCCCC(=O)NC2CCCCC2)cc1	-6%	-7%	-12	0%	0%	1%	-14%
COc1cc([C@@H]2c3cc4c(cc3[C@@H](O[C@@H]3O[C@@H]5CO[C@@H](C)O[C@H]5[C@H](O)[C@H]3O)[C@H]3COC(=O)[C@H]23)OCO4)cc(OC)c1O	1%	.	-99*	.	.	10%	?
CC(C)Oc1ccc(C(=O)NN2C(=O)NC3(CCCCC3)C2=O)cc1	-4%	.	-9	4%	-8%	-9%	0%
CC1(C)CC(=O)C=C(Nc2ccc(OCC(F)(F)C(F)F)cc2)C1	-13%	1%	13	4%	0%	8%	-17%
O=C(Nc1nc2ccc(Cl)cc2s1)c1ccc(S(=O)(=O)N2CCCC2)cc1	-6%	.	-25	-2%	.	.	.
CCC1CCCCN1C(=O)COC(=O)c1cc2ccccc2cc1O (stereo not drawn)	6%	12%	-11	5%	25%	6%	-11%
Cn1ncc([N+](=O)[O-])c1C(=O)Nc1nc2ccccc2n1CCN1CCCCC1	-2%	4%	-15	8%	-26%	0%	-18%
O=C(c1cccs1)N1CCC(C(=O)O)(c2ccccc2)CC1	7%	.	-14	.	.	4%	.
COc1ccccc1C(=O)C1CCCN(C(=O)C2=CC(=O)CC(C)(C)O2)C1 (stereo not drawn)	-3%	-4%	6	5%	2%	3%	-4%
Cc1ccc(-n2nc(C)cc2NC(=O)c2ccc(C)s2)cc1	0%	7%	42	-11%	-15%	-2%	-11%
CC(C)Cn1c(C(C)NC(=O)Cc2ccccc2)nc2ccccc21 (stereo not drawn)	7%	1%	0	?	1.6µM*	6%	-21%
NC1=NS(=O)(=O)NC1c1ccc(Cl)cc1 (stereo not drawn)	7%	5%	-15	-14%	-8%	-2%	13%
Oc1cccc2ccc(/C=C/c3ccccc3Cl)nc12	-2%	-11%	-29	3%	-30%	103%[activator]	7.9µM*
C=CCn1c(SCc2c(Cl)cccc2Cl)nnc1-c1cccnc1	-20%	0%	-29	1%	-7%	12%	10%
Cc1ccc(C)c(N2N=C(C(=O)O)CCC2=O)c1	1%	3%	13	0%	2%	-5%	11%
COc1ccc(S(=O)(=O)N2CCCC2CNC(=O)C(=O)NCc2cccs2)cc1 (stereo not drawn)	0%	.	-29	?	-19%	-11%	-1%
Cc1cnc(C(=O)OCC(=O)c2c[nH]c3ccccc23)cn1	-1%	.	27	0%	-11%	-1%[11.6 µM]	-2%
CCOc1cc2[nH]c(=S)n(CCN3CCCCC3C)c(=O)c2cc1OCC (stereo not drawn)	.	-4%	0	2%	-15%	15%	-15%
Cc1nc2ccccc2c(=O)n1-c1nccs1	-8%	.	-13	.	.	4%	.
CCc1cccc(NC(=O)Cn2nc(-c3ccc(OC)cc3)ccc2=O)c1	2%	.	19	8%	.	.	.
COc1ccc(N2CCN(C3CCCN(Cc4cccc(C)c4)C3)CC2)cc1 (stereo not drawn)	5%	2%	19	-1%	14%	10%	8%
CCOc1ccccc1C(=O)N[C@H](C(=O)NCc1ccccc1)C(C)C	-2%	2%	?	-3%	-8%	-11%	1%
Cc1ccc(C)c(OCc2cc(C(=O)N3C[C@@H](C)O[C@@H](C)C3)no2)c1	4%	-3%	99	-6%	89%[activator]	-11%	?
O=C(CSc1nc2c(c(=O)[nH]1)CN(Cc1ccc3c(c1)OCO3)CC2)Nc1ccccc1Cl	3%	.	6	2%	.	.	.
